IDH1 R132H inh: inhibitors of human mutant IDH1 R132H. O75874. IDH1-R132H enzyme, NADPH consumption, diaphorase/resazurin fluorescence. Potency, µM (titrated, usually from 76.6 µM), for inactives: top-dose activity change, negative = inhibition, usual class: inhibitors. actives 0.093% (n = 390,000). AID 602179; further: potency means the concentration at half of the fitted maximal effect; on the % scale 0 is the no-effect control and ±100 the full control effect; nearly all actives have a fitted effect of over 65% in size
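IDH1-R132H (0.5 ug/mL) preincubated 30 min with compound, then NADPH (0.016 mM) and alpha-KG (2 mM) added; 80 min at RT, pH 7.5. Remaining NADPH coupled via diaphorase/resazurin to fluorescence (540/590 nm); concentration-response curves normalized to no-enzyme control.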
Vif-A3G inh: blocks the Vif interaction with human APOBEC3G; AID 602310; actives 0.076% (n = 410,000); Q9HC16; Potency, µM (highest dose often 46.1 µM), for inactives: top-dose activity, negative = active, usual class: inhibitors; HeLa A3G-eYFP + Vif (tagged APOBEC3G with the HIV-1 protein that degrades it), YFP fluorescence, overnight;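 further: potency means the concentration at half of the fitted maximal effect; on the % scale 0 is the no-effect control and ±100 the full control effect; nearly all actives have a fitted effect of over 60% in size; hits raise eYFP signal because A3G escapes Vif-driven loss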
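HeLa cells stably expressing Vif and C-terminally eYFP-tagged A3G, seeded overnight at 37 deg C, then exposed to compound by pintool overnight at 37 deg C. Rise in yellow fluorescence (Ex 488/Em 500-530, Acumen) marks blocked Vif-driven A3G degradation.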
Vif-A3F inh: blocks the Vif interaction with APOBEC3F. HeLa A3F-eYFP + Vif (tagged APOBEC3F with the HIV-1 protein that degrades it), YFP fluorescence increase. Potency, µM (series often up to 46.1 µM), for the others: at the highest dose activity, negative = active. actives 0.2% (n = 390,000); further: potency means the concentration at half of the fitted maximal effect; % of control where 0% means no effect; nearly all actives have a fitted effect of over 65% in size
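HeLa cells stably expressing A3F-eYFP plus Vif, plated and incubated overnight at 37 deg C, then exposed to compounds overnight at 37 deg C. Blocked degradation read as raised yellow fluorescence (Ex 488/Em 500-530).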
RGS4 inh: blocks human RGS4-accelerated GTP hydrolysis | Transcreener GDP fluorescence polarization, RGS4-accelerated GTP hydrolysis | Potency, µM (doses to about 114 µM), without a hit: at the top dose activity change, negative = inhibition, most hits filed as inhibitors | actives 0.039% (n = 390,000) | AID 504845; further: potency means the concentration at half of the fitted maximal effect; on the % scale 0 is the no-effect control and ±100 the full control effect; nearly all actives have a fitted effect of over 75% in size; some results filed as inactive show a strong effect at the top dose
Target sequence (P49798 whole entry, looked up): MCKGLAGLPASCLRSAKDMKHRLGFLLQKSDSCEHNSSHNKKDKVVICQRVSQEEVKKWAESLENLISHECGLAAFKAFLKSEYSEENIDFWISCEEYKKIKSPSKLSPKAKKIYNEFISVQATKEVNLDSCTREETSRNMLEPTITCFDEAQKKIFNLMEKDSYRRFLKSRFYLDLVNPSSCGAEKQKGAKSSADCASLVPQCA
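MLSMR compounds (23 nl, pin-transferred) preincubated 10 min at room temperature with a 500nM (2x) first reagent, then RGS4 at 900nM (2x) plus Transcreener GDP mix added; fluorescence polarization (620/688 nm) read before and after 90 min at 30 °C.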
LDHA block: LDHA (human) enzyme inhibition. AID 1347041. purified LDHA, NADH/diaphorase-resazurin fluorescence; hits give low values. activity change, % (values are at about 110 or 230 µM). actives 0.15% (n = 480,000). P00338; in the data active means activity change below about -30%; inconclusive means mostly about -25% to -30%;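 further: plate controls were DMSO wells for no effect and wells without enzyme for full effect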
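Human LDH5 at 2 nM final in Tris HCl pH 7.4 with 0.06 mM NADH and 0.2 mM pyruvate, reacted 5 minutes at room temperature. Remaining NADH coupled via diaphorase/resazurin; resorufin fluorescence read at 0 and 20 minutes, normalized to enzyme-free and DMSO wells.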
Glioma ERSR ind: ER stress response induction in glioma; Potency, µM, inactives show top-dose activation, usual class: activators; U87-MG GRP78 promoter luciferase reporter, 16 h; actives 0.02% (n = 420,000); further: potency means the concentration at half of the fitted maximal effect; series mostly up to about 76 µM; % of control where 0% means no effect; nearly all actives have a fitted effect of over 35% in size
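Stably transfected U87-MG human glioma cells carrying a GRP78-based luminescent sensor were seeded at 1000 cells/well, pin-dosed with compounds and incubated 16 h. Luciferase reagent was then added, and end-point luminescence was read after 10 min at room temperature.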
rTrxR1 inhibitor: inhibitors of rat thioredoxin reductase 1. AID 588453. O89049. actives 1% (n = 390,000). recombinant rTrxR1, NADPH fluorescence consumption, selenite substrate. Potency, µM (doses to about 114 µM), without a hit: top-dose activity change, negative = inhibition, actives largely listed as inhibitors; further: potency means the concentration at half of the fitted maximal effect; on the % scale 0 is the no-effect control and ±100 the full control effect; nearly all actives have a fitted effect of over 65% in size
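Rat TrxR1 (90 nM in the dispensed reagent) was pre-reduced with 400 uM NADPH for 5 min at room temperature, then incubated with compound for 15 min. After 400 uM selenite was added, NADPH fluorescence (Ex 340/Em 450 nm) was followed for 8 min.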
USP1-UAF1 inh: blocks the human USP1/UAF1 deubiquitinase complex | recombinant USP1/UAF1, Ub-Rhodamine cleavage fluorescence | actives 0.23% (n = 390,000) | Potency, µM (series often up to 57.1 µM), for the others: top-dose activity change, negative = inhibition, usual class: inhibitors; further: potency means the concentration at half of the fitted maximal effect; on the % scale 0 is the no-effect control and ±100 the full control effect; nearly all actives have a fitted effect of over 60% in size; inactives centre near -12
Target sequence (O94782 whole entry, looked up): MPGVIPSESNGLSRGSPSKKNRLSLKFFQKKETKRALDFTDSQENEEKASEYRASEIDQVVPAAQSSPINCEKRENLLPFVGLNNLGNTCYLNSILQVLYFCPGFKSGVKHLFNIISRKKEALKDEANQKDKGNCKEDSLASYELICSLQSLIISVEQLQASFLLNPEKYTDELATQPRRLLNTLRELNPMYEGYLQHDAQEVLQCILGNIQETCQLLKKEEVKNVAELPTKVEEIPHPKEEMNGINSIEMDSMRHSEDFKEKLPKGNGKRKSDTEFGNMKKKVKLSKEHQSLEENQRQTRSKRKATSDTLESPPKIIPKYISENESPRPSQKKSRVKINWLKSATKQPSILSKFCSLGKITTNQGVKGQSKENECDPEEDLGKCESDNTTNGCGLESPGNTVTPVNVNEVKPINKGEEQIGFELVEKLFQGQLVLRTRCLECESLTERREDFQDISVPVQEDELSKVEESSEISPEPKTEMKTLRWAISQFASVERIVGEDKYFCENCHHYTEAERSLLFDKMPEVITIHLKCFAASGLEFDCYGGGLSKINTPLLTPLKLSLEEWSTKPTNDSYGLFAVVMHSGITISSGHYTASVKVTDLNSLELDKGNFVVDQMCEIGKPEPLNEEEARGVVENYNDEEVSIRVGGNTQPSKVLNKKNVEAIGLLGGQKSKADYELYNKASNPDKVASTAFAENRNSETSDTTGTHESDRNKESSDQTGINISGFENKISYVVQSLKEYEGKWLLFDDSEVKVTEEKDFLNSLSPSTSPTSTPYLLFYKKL
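USP1/UAF1 complex at 1 nM was preincubated with compound for 15 min at room temperature, then Ub-Rho substrate (150nM final) was added. Fluorescence (480/540 nm) was read kinetically, 6 reads every 60 seconds.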
TrxR1 substrate: rat thioredoxin reductase 1 substrate activity. O89049. actives 0.01% (n = 390,000). purified TrxR1 substrate turnover, NADPH consumption readout. AID 588456. Potency, µM (series often up to 114 µM), without a hit: at the top dose activity change, negative = substrate turnover; further: potency means the concentration at half of the fitted maximal effect; on the % scale 0 is the no-effect control and ±100 the full control effect; nearly all actives have a fitted effect of over 50% in size
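Rat TrxR1, dispensed at 90 nM, was prereduced with 400 uM NADPH (final) for 5 min at ~22 deg C, then incubated with compound 15 min before 400 uM selenite. A first-read NADPH fluorescence drop versus no-compound background flagged substrates.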
The depositor's hits bear a star; [ ] = another dose, or the depositor's remark. Unless noted, the call rests on the fitted dose curve; in most records, active means well fitted curve in the direction sought with a large enough effect; inconclusive means small, poorly fitted or top-dose-only effect, or another doubt; inactive means no such curve, though single readings can be large; an effect the other way counts as inactive or inconclusive. The list is partial; the hit share may differ from the screen's.

What do the screens show for `CCCCNc1c(-c2cccc(-c3cc(C(C)=O)cs3)c2)nc2ccc(C)cn12`?
IDH1 R132H inh: 7%; Vif-A3G inh: -15%; Vif-A3F inh: 1%; RGS4 inh: 9%; LDHA block: 3; Glioma ERSR ind: -5%; rTrxR1 inhibitor: 22%; USP1-UAF1 inh: inconclusive; TrxR1 substrate: 6%[57.1 µM]

Results for Cc1noc(NC(=O)c2ccc(Cl)c(Cl)c2)c1Cl ?
IDH1 R132H inh: -4%; Vif-A3G inh: -1%; Vif-A3F inh: -5%; RGS4 inh: 11%; LDHA block: -4; Glioma ERSR ind: 0%; rTrxR1 inhibitor: 2%; USP1-UAF1 inh: -5%; TrxR1 substrate: -10%

Results for COc1cc(Nc2nc3c(S(=O)(=O)c4ccccc4)nnn3c3ccc(Cl)cc23)cc(OC)c1 ?
IDH1 R132H inh: 17%; Vif-A3G inh: 1%; Vif-A3F inh: 1%; RGS4 inh: 38%; LDHA block: 0; Glioma ERSR ind: -1%; rTrxR1 inhibitor: 5%; USP1-UAF1 inh: 13%; TrxR1 substrate: -3%

What do the screens show for `COc1ccccc1NC(=O)CSc1ncn[nH]1`?
IDH1 R132H inh: -1%; Vif-A3G inh: 4%; Vif-A3F inh: 7%; RGS4 inh: 22%; LDHA block: -8; Glioma ERSR ind: -3%; rTrxR1 inhibitor: -4%[57.1 µM]; USP1-UAF1 inh: -4%; TrxR1 substrate: 11%[57.1 µM]

What do the screens show for `O=C(c1ccc(F)cc1)N1CCN(C(=O)c2cccnc2)CC1`?
IDH1 R132H inh: 7%; Vif-A3G inh: -7%; Vif-A3F inh: -10%; RGS4 inh: 3%; LDHA block: -9; Glioma ERSR ind: -4%; rTrxR1 inhibitor: 0%; USP1-UAF1 inh: -22%; TrxR1 substrate: 0%

Results for COC(=O)c1ccc(CSc2nc3ccccc3[nH]2)o1 ?
IDH1 R132H inh: 8%; Vif-A3G inh: -1%; Vif-A3F inh: 3%; RGS4 inh: 12%; LDHA block: -4; Glioma ERSR ind: -4%; rTrxR1 inhibitor: -24%; USP1-UAF1 inh: -10%; TrxR1 substrate: -3%

How did CCCS(=O)(=O)N1CCC(C(=O)NCCN(CC)c2ccccc2)CC1 do in these assays?
IDH1 R132H inh: 8%; Vif-A3G inh: 0%; Vif-A3F inh: 7%; RGS4 inh: 2%; LDHA block: -1; Glioma ERSR ind: -6%; rTrxR1 inhibitor: -6%; USP1-UAF1 inh: -14%; TrxR1 substrate: -7%

How did O=C(O)C1CC(C(=O)O)SS1 (stereo not drawn) do in these assays?
IDH1 R132H inh: 6%; Vif-A3G inh: 3%; Vif-A3F inh: 1%; RGS4 inh: 0%; LDHA block: -5; Glioma ERSR ind: -1%; rTrxR1 inhibitor: 29%; USP1-UAF1 inh: -33%; TrxR1 substrate: 17%

How did O=P(NCc1ccccc1)(OCc1ccccc1)OCc1ccccc1 do in these assays?
IDH1 R132H inh: 3%; Vif-A3G inh: -2%; Vif-A3F inh: -17%; RGS4 inh: -15%; LDHA block: 1; Glioma ERSR ind: -4%; rTrxR1 inhibitor: 1%[11.4 µM]; USP1-UAF1 inh: -14%; TrxR1 substrate: 5%[57.1 µM]

How did Cc1ccc(CNc2ncnc3onc(C)c23)cc1 do in these assays?
IDH1 R132H inh: 7%; Vif-A3G inh: 3%; Vif-A3F inh: 5%; RGS4 inh: -3%; LDHA block: 0; Glioma ERSR ind: -6%; rTrxR1 inhibitor: 30%; USP1-UAF1 inh: -30%; TrxR1 substrate: 6%

What do the screens show for `NS(=O)(=O)c1cc(C(=O)OC2CCOC2=O)ccc1Cl` (stereo not drawn)?
IDH1 R132H inh: 0%; Vif-A3G inh: 3%; Vif-A3F inh: -16%; RGS4 inh: 47%; LDHA block: -15; Glioma ERSR ind: -1%; rTrxR1 inhibitor: 21%; USP1-UAF1 inh: -4%; TrxR1 substrate: 2%

How did O=C(CCC(=O)c1ccccc1)Nc1ccccc1OC(F)F do in these assays?
IDH1 R132H inh: -2%; Vif-A3G inh: -9%; Vif-A3F inh: -4%; RGS4 inh: 17%; LDHA block: -2; Glioma ERSR ind: -4%; rTrxR1 inhibitor: 12%; USP1-UAF1 inh: -27%; TrxR1 substrate: 1%

Results for CCCCCC(=O)Nc1cccc2ccccc12 ?
IDH1 R132H inh: 12%; Vif-A3G inh: -1%; Vif-A3F inh: 0%; RGS4 inh: -19%; LDHA block: 4; Glioma ERSR ind: -2%; rTrxR1 inhibitor: 3%; USP1-UAF1 inh: -12%; TrxR1 substrate: 0%

How did CN(C(=O)CSc1nnc(C2CC2)n1C1CC1)C1(C#N)CCCCC1 do in these assays?
IDH1 R132H inh: 0%; Vif-A3G inh: 0%; Vif-A3F inh: 5%; RGS4 inh: 20%; LDHA block: -5; Glioma ERSR ind: 1%; rTrxR1 inhibitor: -7%; USP1-UAF1 inh: 0%; TrxR1 substrate: -4%

Results for COc1ccc(C(=O)c2cn(CC(=O)Nc3cc(C)ccc3C)c3nc(C)ccc3c2=O)cc1 ?
IDH1 R132H inh: 11%; Vif-A3G inh: -2%; Vif-A3F inh: inconclusive; RGS4 inh: -19%; LDHA block: -1; Glioma ERSR ind: -2%; rTrxR1 inhibitor: 19%; USP1-UAF1 inh: -19%; TrxR1 substrate: 0%

What do the screens show for `CCc1cc(C(=O)N2CCc3c([nH]c4ccccc34)C2c2ccc(OC)cc2F)no1` (stereo not drawn)?
IDH1 R132H inh: -16%; Vif-A3G inh: -18%; Vif-A3F inh: 2%; RGS4 inh: inconclusive; LDHA block: -9; Glioma ERSR ind: 1%; rTrxR1 inhibitor: 29%[57.1 µM]; USP1-UAF1 inh: -14%; TrxR1 substrate: 2%[57.1 µM]

Results for CCCCn1c(N)c(N(CCOC)C(=O)c2ccc(F)c(S(=O)(=O)N3CCOCC3)c2)c(=O)[nH]c1=O ?
IDH1 R132H inh: 5%; Vif-A3G inh: 1%; Vif-A3F inh: -17%; RGS4 inh: 3%; LDHA block: -3; Glioma ERSR ind: -3%; rTrxR1 inhibitor: -7%; USP1-UAF1 inh: -20%; TrxR1 substrate: -7%

What do the screens show for `Cc1cc(C(=O)Nn2cnnc2)cs1`?
IDH1 R132H inh: 2%; Vif-A3G inh: 2%; Vif-A3F inh: 0%; RGS4 inh: -2%; LDHA block: -2; Glioma ERSR ind: 6%; rTrxR1 inhibitor: 16%[57.1 µM]; USP1-UAF1 inh: -14%; TrxR1 substrate: 11%[57.1 µM]

What do the screens show for `COc1ccc(COC(=O)CCNC(=O)c2ccc(Cl)cc2)cc1`?
IDH1 R132H inh: -1%; Vif-A3G inh: -1%; Vif-A3F inh: -8%; RGS4 inh: -1%; LDHA block: -3; Glioma ERSR ind: -5%; rTrxR1 inhibitor: 13%; USP1-UAF1 inh: -19%; TrxR1 substrate: 0%

Results for Nc1ncccc1C(=O)OCC(=O)N1CCN(S(=O)(=O)c2ccc(Cl)cc2)CC1 ?
IDH1 R132H inh: 10%; Vif-A3G inh: 5%; Vif-A3F inh: 3%; RGS4 inh: -21%; LDHA block: 0; Glioma ERSR ind: -3%; rTrxR1 inhibitor: 16%; USP1-UAF1 inh: -16%; TrxR1 substrate: 102%[activator]

What do the screens show for `CC(C)Cn1c(SCC(=O)Nc2cccnc2Cl)nnc1-c1ccco1`?
IDH1 R132H inh: 6%; Vif-A3G inh: 2%; Vif-A3F inh: inconclusive; RGS4 inh: -29%; LDHA block: -1; Glioma ERSR ind: -3%; rTrxR1 inhibitor: 50µM*; USP1-UAF1 inh: -34%; TrxR1 substrate: 3%

How did COc1cc(NS(=O)(=O)c2c(C(=O)N3CCOCC3)c(C)n(C)c2C)cc(OC)c1OC do in these assays?
IDH1 R132H inh: 0%; Vif-A3G inh: 5%; Vif-A3F inh: 4%; RGS4 inh: 13%[11.4 µM]; LDHA block: -1; Glioma ERSR ind: 6%; rTrxR1 inhibitor: 19%; USP1-UAF1 inh: -22%; TrxR1 substrate: 2%

Results for Nc1nc(COc2ccc(F)cc2)nc(N2CCCCC2)n1 ?
IDH1 R132H inh: 8%; Vif-A3G inh: -1%; Vif-A3F inh: -5%; RGS4 inh: -2%; LDHA block: -3; Glioma ERSR ind: -1%; rTrxR1 inhibitor: 13%[57.1 µM]; USP1-UAF1 inh: 3%; TrxR1 substrate: -7%

How did CC(C(=O)NCc1ccc(F)cc1)c1ccc([N+](=O)[O-])cc1 (stereo not drawn) do in these assays?
IDH1 R132H inh: 3%; Vif-A3G inh: 1%; Vif-A3F inh: 4%; RGS4 inh: -4%; LDHA block: 0; Glioma ERSR ind: -3%; rTrxR1 inhibitor: 2%; USP1-UAF1 inh: -19%; TrxR1 substrate: -6%
